E coli Lon inh: E. coli protease La inhibition. P0A9M0. purified E. coli Lon protease, fluorescence polarization. inhibition, % at 7.94 µM. 360,000 compounds, 0.42% hits. AID 602123; in the data active = inhibition above about 13%, passing the limit was not always enough;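 note: 0% = enzyme with probe and DMSO and 100% = no enzyme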
NRP1-CendR mod: NRP-1/CendR interaction modulation; O14786; FAM-RPARPAR peptide binding to NRP-1, fluorescence polarization; inhibition, % at 25 µM; 360,000 compounds, 0.85% hits; AID 602438;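 active = inhibition or corrected inhibition above about 18%, plus a signal ratio from 0.5 to 1.5, limit read from the data, passing the limit was not always enough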; note: strong numbers were not always called active
Scp-1 inhibitor: inhibitors of human Scp-1 phosphatase; Q9GZU7; Recombinant Scp1, phosphopeptide, malachite green phosphate absorbance; inhibition, % at 20 µM; 340,000 compounds, 0.88% hits; AID 493091;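 active = inhibition above about 50% at 20 µM, limit read from the data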;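 note: plate controls were DMSO wells with enzyme for no effect and wells lacking enzyme for full effect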
Target sequence (Q9GZU7 76-261 limits assumed): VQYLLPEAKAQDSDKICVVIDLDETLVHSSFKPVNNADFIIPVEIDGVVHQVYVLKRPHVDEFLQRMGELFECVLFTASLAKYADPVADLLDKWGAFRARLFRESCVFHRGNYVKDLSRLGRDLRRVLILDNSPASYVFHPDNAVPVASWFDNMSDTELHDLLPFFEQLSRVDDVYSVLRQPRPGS
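System: SCP-1 catalytic domain; Reagent: Phospho 17-mer peptide substrate; Doses: one concentration, 20 µM, with 1.0% DMSO; Incubation: 45 min room-temperature reaction, 5 min colour, 30 min stabiliser; Signal: Phosphate-binding colour reagent, absorbance read at 630 nm.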
STEP inh: blocks human striatal-enriched tyrosine phosphatase | P54829 | recombinant STEP, OMFP fluorogenic substrate, fluorescence | inhibition, % at 20 µM | 360,000 compounds, 0.25% hits;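 active = inhibition at 20 µM, scaled per plate between control wells, above about 37%, limit read from the data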;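 note: 0% = DMSO with enzyme and substrate and 100% = substrate only without enzyme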
Target sequence (P54829 whole entry, looked up): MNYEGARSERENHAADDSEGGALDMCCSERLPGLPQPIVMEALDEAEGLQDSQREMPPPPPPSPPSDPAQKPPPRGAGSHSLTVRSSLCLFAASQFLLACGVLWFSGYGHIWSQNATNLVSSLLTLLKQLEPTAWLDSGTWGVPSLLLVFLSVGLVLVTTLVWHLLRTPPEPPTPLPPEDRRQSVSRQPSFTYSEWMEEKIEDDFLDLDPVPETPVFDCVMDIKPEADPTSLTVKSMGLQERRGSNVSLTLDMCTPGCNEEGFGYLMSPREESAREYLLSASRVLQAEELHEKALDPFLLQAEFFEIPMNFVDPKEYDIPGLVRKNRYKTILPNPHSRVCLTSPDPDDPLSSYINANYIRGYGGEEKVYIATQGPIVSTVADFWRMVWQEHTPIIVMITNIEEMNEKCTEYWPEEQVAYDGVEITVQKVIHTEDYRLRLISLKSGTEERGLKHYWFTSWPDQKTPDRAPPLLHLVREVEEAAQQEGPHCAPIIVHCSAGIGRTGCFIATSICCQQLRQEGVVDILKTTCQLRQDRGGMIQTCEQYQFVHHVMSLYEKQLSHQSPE
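material = STEP tyrosine phosphatase | reagent = fluorogenic phosphatase substrate OMFP at 25 µM final | doses = single compound dose of 20 µM, 1% DMSO final | schedule = 20 min reaction, room temperature, in the dark | measured by = fluorescence, 480/540 nm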
DNMT1 block: blocks human DNA methyltransferase DNMT1 | P26358 | DNMT1 molecular beacon, Hinp1I cleavage, fluorescence | inhibition (reported as % activation of signal), % at 10 µM | 360,000 compounds, 0.83% hits; in the data active = inhibition above about 50%
LMPTP inh: blocks human LMPTP phosphatase; AID 651560; recombinant LMPTP-A, OMFP fluorogenic substrate, fluorescence intensity; P24666; inhibition, % at 20 µM; 360,000 compounds, 0.22% hits;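 active = compounds that cut the enzyme signal by at least half of the control window in the single-dose screen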;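 note: plate controls were DMSO wells with enzyme plus substrate for no effect and substrate without enzyme for full effect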
Target sequence (P24666 whole entry, looked up): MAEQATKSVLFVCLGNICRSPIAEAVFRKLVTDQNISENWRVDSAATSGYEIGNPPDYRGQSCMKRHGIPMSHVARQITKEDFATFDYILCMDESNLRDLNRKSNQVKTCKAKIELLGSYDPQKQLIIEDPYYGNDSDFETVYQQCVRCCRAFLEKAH
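Assay system: LMPTP-A phosphatase enzyme | Input: 0.625 nM enzyme | Also added: Fluorogenic phosphatase substrate OMFP at 400 µM final | Compound dosing: One test concentration per compound, 20 µM, with 3% DMSO overall | Schedule: 50 min enzyme reaction at room temperature, protected from light | Signal: Fluorescence intensity | Benchmarks: no-enzyme and uninhibited controls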
Tb MetRS inh: Trypanosoma brucei MetRS inhibition; purified T. brucei MetRS, ATP depletion, Kinase-Glo luminescence; inhibition, % at 11.9 µM; 360,000 compounds, 0.4% hits; AID 624268;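 active = inhibition above a per-plate cutoff of the control wells' mean inhibition plus 3 SD, cut at about 5.5% in these data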;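 note: 0% = DMSO wells median and 100% = median of wells with control inhibitor compound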
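Dosing: 11.9 µM single point; system: parasite MetRS enzyme; technique: luminescence of leftover ATP; times: 15 min enzyme-compound preincubation, 2 h reaction, 10 min detection, 25 °C; replicates: each compound tested once; read-out basis: percent inhibition relative to median high and low control wells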
SUMO1-SIM PPI: alters human SUMO1 binding to SIM partners. P63165. SUMO1 binding to a labelled peptide, TR-FRET, 1 h. inhibition, % at 20 µM. 360,000 compounds, 0.33% hits; in the data active = inhibition above about 37%
Target sequence (P63165 whole entry, looked up): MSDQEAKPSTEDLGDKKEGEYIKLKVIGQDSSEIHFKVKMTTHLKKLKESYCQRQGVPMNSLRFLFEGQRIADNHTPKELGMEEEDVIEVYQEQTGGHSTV
MsrA inhibitor: bovine MsrA inhibition; purified bovine MsrA, absorbance read-out; inhibition, % at 15.5 µM; 360,000 compounds, 0.75% hits; AID 651718; in the data active = inhibition above about 4.5%;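 note: 0% = vehicle wells with enzyme and 100% = reference inhibitor wells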
bovine MsrA act: activators of bovine methionine sulfoxide reductase A. purified bovine MsrA, absorbance read-out. activation, % at 10.6 µM. 360,000 compounds, 0.3% hits. AID 602163; in the data active = activation above about 7.5%;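 note: 0% = vehicle and 100% = reference activator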
An asterisk follows results filed as active; & = joins results of further samples.

`COc1ccc(C2c3ccc4ccccc4c3Oc3ncn(CCN4CCOCC4)c(=N)c32)cc1` (centres undefined) gave E coli Lon inh 5.0, NRP1-CendR mod 0.1, Scp-1 inhibitor 0.4, STEP inh 0.6, DNMT1 block -2.5, LMPTP inh 0.6, Tb MetRS inh -0.1, SUMO1-SIM PPI -5.2, MsrA inhibitor -0.4 and bovine MsrA act 2.6.
`CCCCCCN1CCN(C2CN(CCc3ccccc3)S(=O)(=O)C2)CC1` (centres undefined) gave E coli Lon inh -2.7, NRP1-CendR mod 16.2, STEP inh 0.9, DNMT1 block 1.5, LMPTP inh -3.1, Tb MetRS inh 0.4, SUMO1-SIM PPI 3.7, MsrA inhibitor -1.0 and bovine MsrA act -0.8.
C/C(CC(=O)Nc1ccccc1C(F)(F)F)=N\NC(=O)c1cnccn1 was read as E coli Lon inh -1.4, NRP1-CendR mod -0.2, Scp-1 inhibitor -6.5, STEP inh 1.2, DNMT1 block 1.5, LMPTP inh 0.0, Tb MetRS inh -0.7, SUMO1-SIM PPI 2.2, MsrA inhibitor 0.9 and bovine MsrA act -4.0.
Screening O=S1(=O)N[C@H](Cc2ccccc2)COc2cccc(N3CCC[C@H]3CO)c21 returned E coli Lon inh -7.4, NRP1-CendR mod 0.7, LMPTP inh 1.5, Tb MetRS inh 0.0, SUMO1-SIM PPI 3.2, MsrA inhibitor 0.8 and bovine MsrA act -4.0.
Screening NS(=O)(=O)c1ccc(Nc2nc(-c3ccc(F)cc3)cs2)cc1 returned E coli Lon inh 1.9, NRP1-CendR mod -4.3, Scp-1 inhibitor -3.4, STEP inh -4.0, DNMT1 block -5.7, LMPTP inh 2.8, Tb MetRS inh 0.7, SUMO1-SIM PPI -3.1, MsrA inhibitor 1.0 and bovine MsrA act -3.6.
For COc1ccc(CNC(=O)COC(=O)CCn2c(C)csc2=O)cc1OC the results were E coli Lon inh -0.1, NRP1-CendR mod -3.8, Scp-1 inhibitor -4.8, STEP inh 1.5, DNMT1 block -2.6, LMPTP inh -0.4, Tb MetRS inh -0.5, SUMO1-SIM PPI -1.4, MsrA inhibitor -1.6 and bovine MsrA act -2.2.
`O=[N+]([O-])c1cc(/C=N/Nc2nc(N3CCOCC3)nc(N3CCOCC3)n2)ccc1Cl` gave E coli Lon inh 1.0, NRP1-CendR mod -2.7, Scp-1 inhibitor 1.2, STEP inh 0.7, DNMT1 block -0.6, LMPTP inh -1.2, Tb MetRS inh -0.8, SUMO1-SIM PPI -4.4, MsrA inhibitor -0.2 and bovine MsrA act -12.3.
For Cc1ccc(-n2c(N)cc(=O)nc2SCC(=O)NC2CCCCC2)cc1C the results were E coli Lon inh -3.0, NRP1-CendR mod -0.2, Scp-1 inhibitor -1.8, STEP inh -0.8, DNMT1 block -0.4, LMPTP inh -2.3, Tb MetRS inh 0.1, SUMO1-SIM PPI 7.2, MsrA inhibitor -0.1 and bovine MsrA act -6.2.
For CCOc1cc(C(=O)CCC(=O)OCC(=O)NC(=O)NCC(C)C)ccc1O the results were E coli Lon inh -8.8, NRP1-CendR mod -4.9, Scp-1 inhibitor -13.9, STEP inh -1.0, DNMT1 block 1.9, LMPTP inh -0.4, Tb MetRS inh -0.3, SUMO1-SIM PPI -3.6, MsrA inhibitor 1.7 and bovine MsrA act -4.7.
CC(=O)N1CCC2(CC1)NC(=O)N(c1ccccc1)N2 was read as E coli Lon inh -1.4, NRP1-CendR mod -12.6, Scp-1 inhibitor 5.4, STEP inh -1.5, DNMT1 block -0.2, LMPTP inh -0.6, Tb MetRS inh 0.3, SUMO1-SIM PPI -6.4, MsrA inhibitor -0.1 and bovine MsrA act -2.7.
Screening Cc1ccccc1OCC(O)CN (centres undefined) returned E coli Lon inh 5.4, NRP1-CendR mod 9.0, Scp-1 inhibitor -2.2, STEP inh 0.2, DNMT1 block -0.3, LMPTP inh -1.6, Tb MetRS inh -1.5, SUMO1-SIM PPI 0.4, MsrA inhibitor 0.6 and bovine MsrA act -5.2.
For CCCS(=O)(=O)N1CCN(C2Cc3ccccc3C2)CC1 the results were E coli Lon inh -3.9, NRP1-CendR mod -3.0, Scp-1 inhibitor -0.8, STEP inh -0.4, DNMT1 block -4.0, LMPTP inh -3.4, Tb MetRS inh 0.3, SUMO1-SIM PPI 0.1, MsrA inhibitor -0.1 and bovine MsrA act -4.2.
For Cc1ccc(/C=N\NC(=O)c2cncc(Br)c2)o1 the results were E coli Lon inh 4.8, NRP1-CendR mod -3.3, Scp-1 inhibitor -1.1, STEP inh -0.2, DNMT1 block 4.0, LMPTP inh -0.3, Tb MetRS inh -0.7, SUMO1-SIM PPI 6.6, MsrA inhibitor 3.8 and bovine MsrA act -5.5.
CCOC(=O)C1CCCN(C(=O)c2cn(C)c3ccc(S(=O)(=O)N4CCCC4)cc3c2=O)C1 (centres undefined) was read as E coli Lon inh -5.2, NRP1-CendR mod -0.3, Scp-1 inhibitor -4.7, STEP inh 2.4, DNMT1 block 4.4, LMPTP inh -0.4, Tb MetRS inh 0.3, SUMO1-SIM PPI 6.7, MsrA inhibitor 2.3 and bovine MsrA act -4.2.
For CCCOC(=O)Cn1c(=O)c2cc3c(=O)n(CC(=O)OCCC)c(=O)c3cc2c1=O the results were E coli Lon inh -7.8, NRP1-CendR mod 11.7, Scp-1 inhibitor 13.3, STEP inh -2.6, DNMT1 block 3.2, LMPTP inh 0.6, Tb MetRS inh -0.1, SUMO1-SIM PPI -26.3, MsrA inhibitor -0.1 and bovine MsrA act -1.6.
Screening CN(CCOc1ccccc1)CCOc1ccccc1 returned E coli Lon inh -5.3, NRP1-CendR mod 9.7, Scp-1 inhibitor -5.2, STEP inh 0.2, DNMT1 block 0.1, LMPTP inh -1.0, Tb MetRS inh 0.0, SUMO1-SIM PPI 4.8, MsrA inhibitor -0.4 and bovine MsrA act -3.8.
S=c1nc[nH]c2c1sc1nc(N3CCOCC3)c3c(c12)CCCC3 was read as E coli Lon inh -11.1, NRP1-CendR mod -8.8, Scp-1 inhibitor 27.8, STEP inh 4.9, DNMT1 block -1.8, LMPTP inh -1.6, Tb MetRS inh -0.1, SUMO1-SIM PPI -5.9, MsrA inhibitor 0.5 and bovine MsrA act -3.5.
Screening S=C(NCc1ccccc1)Nc1cccc2cnccc12 returned E coli Lon inh -2.9, NRP1-CendR mod -4.2, Scp-1 inhibitor -5.5, STEP inh 1.3, DNMT1 block -11.9, LMPTP inh -0.4, Tb MetRS inh 0.8, SUMO1-SIM PPI -15.6, MsrA inhibitor -1.1 and bovine MsrA act -2.0.
Screening CC(=O)c1c(C)[nH]c(=S)c(C#N)c1-c1ccc(F)cc1 returned E coli Lon inh -1.0, NRP1-CendR mod 12.6, Scp-1 inhibitor -14.9, STEP inh 2.0, DNMT1 block -5.7, LMPTP inh 0.5, Tb MetRS inh -0.8, SUMO1-SIM PPI -3.4, MsrA inhibitor 0.6 and bovine MsrA act 0.1.
For Cc1cc(OC(=O)c2ccc(OC(C)C)cc2)c([N+](=O)[O-])c(=O)[nH]1 the results were E coli Lon inh -6.1, NRP1-CendR mod 17.1, Scp-1 inhibitor -11.3, STEP inh 0.8, DNMT1 block 3.0, LMPTP inh -1.1, Tb MetRS inh 0.0, SUMO1-SIM PPI -1.7, MsrA inhibitor 2.5 and bovine MsrA act -3.4.
Cc1ccc(CN(C)C[C@@H]2OCc3cnnn3CCCC(=O)N([C@@H](C)CO)C[C@H]2C)cc1 was read as E coli Lon inh 3.3, NRP1-CendR mod -14.7, STEP inh -0.6, DNMT1 block 1.7, LMPTP inh -1.3, Tb MetRS inh 0.4, SUMO1-SIM PPI -3.0, MsrA inhibitor -0.6 and bovine MsrA act -1.3.
Screening Cc1ccc(C(O)c2ncc(-c3ccc4ccccc4c3)[nH]2)cc1 (centres undefined) returned E coli Lon inh -7.7, NRP1-CendR mod -5.9, STEP inh 2.9, DNMT1 block -4.3, LMPTP inh 0.9, Tb MetRS inh 0.0, SUMO1-SIM PPI -2.1, MsrA inhibitor -0.8 and bovine MsrA act -0.1.
For N#CC(C#N)=C1NC(N)=C(C#N)C(c2ccccc2)=C1C#N the results were E coli Lon inh -27.3, NRP1-CendR mod -34.8, STEP inh 2.4, DNMT1 block -3.1, LMPTP inh 2.6, Tb MetRS inh -0.2, SUMO1-SIM PPI 40.5*, MsrA inhibitor 7.2* and bovine MsrA act -3.6.
Screening O=C(NNC1=Nc2cccc3cccc1c23)c1ccccc1Br returned E coli Lon inh -79.7, NRP1-CendR mod -46.4, Scp-1 inhibitor -3.9, STEP inh 0.7, DNMT1 block -1.7, LMPTP inh 7.3, Tb MetRS inh 1.7, SUMO1-SIM PPI -3.5, MsrA inhibitor 0.5 and bovine MsrA act -0.4.
Screening CCOc1ccc(C(=O)NCC(c2cccs2)N(C)C)cc1 (centres undefined) returned E coli Lon inh -0.9, NRP1-CendR mod 1.8, Scp-1 inhibitor -4.6, STEP inh -1.7, DNMT1 block -2.4, LMPTP inh -0.5, Tb MetRS inh -0.2, SUMO1-SIM PPI 4.8, MsrA inhibitor -0.5 and bovine MsrA act -2.6.
Screening CCOC(=O)c1sc(NC(=O)CSC(=S)N2CCOCC2)nc1C returned E coli Lon inh 3.2, NRP1-CendR mod 5.3, Scp-1 inhibitor -10.8, STEP inh -3.0, DNMT1 block 2.5, LMPTP inh -1.4, Tb MetRS inh -0.6, SUMO1-SIM PPI -1.3, MsrA inhibitor 0.9 and bovine MsrA act -3.6.
`Cc1cn(-c2cc(C(=O)Nc3ccc(C)c(NC(=O)N4CCNC4=O)c3)cc(C(F)(F)F)c2)cn1` gave E coli Lon inh -2.7&-6.2, NRP1-CendR mod -4.2&-11.8, Scp-1 inhibitor -5.8, STEP inh -0.5&1.1, DNMT1 block -1.9&9.9, LMPTP inh -1.9&0.7, Tb MetRS inh -1.2&-0.1, SUMO1-SIM PPI 0.6&-1.3, MsrA inhibitor 0.7&-0.1 and bovine MsrA act -3.9&-0.9.
For Cc1cc(-c2ccccc2)c2c3c(cn2n1)c(=O)n(C)c(=O)n3C the results were E coli Lon inh -2.9, NRP1-CendR mod -8.1, Scp-1 inhibitor -2.9, STEP inh 0.7, DNMT1 block -0.9, LMPTP inh -0.8, Tb MetRS inh -0.7, SUMO1-SIM PPI -13.2, MsrA inhibitor 2.7 and bovine MsrA act 1.6.
O=C(NCCCN1CCCC1)c1ccc(CS(=O)(=O)c2c(Cl)cccc2Cl)o1 was read as E coli Lon inh 7.4, NRP1-CendR mod 3.5, Scp-1 inhibitor -1.7, STEP inh -1.2, DNMT1 block -7.2, LMPTP inh 4.6, Tb MetRS inh 0.0, SUMO1-SIM PPI -21.3, MsrA inhibitor 0.8 and bovine MsrA act -3.8.

Bioassay records: PubChem BioAssay, several laboratories

An unsorted share of the library; any-hit rate near 4.3%.
